Bioassay records deposited in PubChem by The Scripps Research Institute Molecular Screening Center.
ASAP1 GAP inh = inhibitors of human ASAP1 ArfGAP activity, primary screen, biochemical, fluorescence polarization; Arf-GAP with SH3 domain, ANK repeat and PH domain-containing protein 1 (Homo sapiens), …; ASAP1-stimulated ARF1 GTP hydrolysis, GDP FP detection; inhibition, % at 16.5 µM; actives 0.19% (n = 360,000); AID 624377, 2012; in the data active means inhibition above about 25%;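 further: 0% = vehicle with enzyme and substrate and 100% = no enzyme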
Target sequence (Q9ULH1 325-724 limits assumed): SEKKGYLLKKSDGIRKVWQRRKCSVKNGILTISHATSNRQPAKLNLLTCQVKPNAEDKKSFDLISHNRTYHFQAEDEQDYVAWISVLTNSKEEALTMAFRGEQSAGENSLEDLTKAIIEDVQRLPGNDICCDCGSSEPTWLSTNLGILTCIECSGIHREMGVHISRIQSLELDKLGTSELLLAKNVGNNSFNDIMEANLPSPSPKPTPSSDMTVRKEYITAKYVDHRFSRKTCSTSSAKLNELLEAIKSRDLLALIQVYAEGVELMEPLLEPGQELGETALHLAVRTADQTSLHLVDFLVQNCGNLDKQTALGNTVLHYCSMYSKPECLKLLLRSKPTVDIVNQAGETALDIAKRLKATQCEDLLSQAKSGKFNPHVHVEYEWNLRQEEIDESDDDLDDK
TDP2 absorb = human TDP2 enzyme inhibitors, primary screen, biochemical, epi absorbance, recombinant enzyme. T5PNP hydrolysis, p-nitrophenol absorbance 415 nm. inhibition, % at 12.8 µM. actives 0.34% (n = 370,000). AID 720702, 2013;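 active means inhibition above the mean of all tested compounds plus 3 SD, set per campaign, cut at about 25% in these data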;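 further: 0% = DMSO with enzyme and 100% = buffer with substrate but no TDP2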
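Material: recombinant human TDP2; quantity: TDP2 enzyme at 120 nM final; medium: Tris-HCl pH 7.5 with MgCl2; compound: single concentration, 12.8 µM nominal, with 1% DMSO; incubation: 2 h enzyme incubation at 37 °C; signal: epi absorbance; measure: percent inhibition; benchmarks: high control without enzyme, low control DMSO plus TDP2; repeats: singlicate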
PLCb3 inh = human PLC-beta3 inhibitors, primary screen, biochemical, fluorescence; 1-phosphatidylinositol 4,5-bisphosphate phosphodiesterase beta-3 (Homo sapiens), Q01970; Purified PLC-beta3, fluorogenic substrate; inhibition, % at 12.2 µM; actives 0.18% (n = 370,000); in the data active means inhibition above about 11%;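 further: 0% = median of compound wells on plate and 100% = full blocker control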
ADAM17 inh = ADAM17 inhibitors, primary screen, biochemical, QFRET; recombinant ADAM17, EDANS/DABCYL FRET peptide cleavage; inhibition, % at 6.95 µM; actives 0.83% (n = 370,000);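 active means inhibition above the mean of compounds lying between control limits plus 3 SD, set per campaign, cut at about 8.5% in these data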;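 further: 0% = DMSO-only wells as the low control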
SIAE inh = human SIAE inhibitors, primary screen, biochemical, fluorescence polarization, FP-Rh probe, 1536-well HTS. Sialate O-acetylesterase (Homo sapiens), Q9HAT2. SIAE FP-Rh probe binding. inhibition, % at 9.66 µM. actives 0.69% (n = 370,000). AID 1053197, 2014;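 active means inhibition above a cutoff: mean of compounds within the control limits plus 3 SD of those, cut at about 17% in these data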;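 further: 0% = plate median of compound wells and 100% = probe without SIAE protein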
Tn7 DDE FP = inhibitors of Tn7 peptide binding to fibrin DD(E), primary screen, biochemical, fluorescence polarization, human fibrin, Tn7 probe; FP displacement of FITC-Tn7 peptide from fibrin DD(E); 0% = median of compound wells per plate; inhibition, % at 8.3 µM; actives 0.13% (n = 370,000); AID 720508, 2013;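 active means inhibition above the mean of compounds falling within the control limits plus 3 SD of them, cut at about 14% in these data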;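 further: 0% = plate median of compound wells and 100% = 10 µM Aha-Tn7 peptide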
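Measure: % inhibition scaled between sample-field median and high-control FP; Test system: human fibrin DD(E); Quantity: 2 µM final DD(E) protein; Doses: one dose, 8.3 µM nominal; Schedule: compound with protein 10 min, then 3 h after probe, room temperature; Detection: fluorescence polarization; Medium: Tris buffer with calcium and detergent, pH 7.8.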
PLCg1 inh = PLC-gamma1 enzyme inhibitors, primary screen, biochemical, fluorescence, purified enzyme | 1-phosphatidylinositol 4,5-bisphosphate phosphodiesterase gamma-1 (Homo sapiens), P19174 | fluorogenic substrate | inhibition, % at 12.2 µM | actives 0.84% (n = 370,000) | AID 720700, 2013; in the data active means inhibition above about 9.5%
Tn6 DDE FP = inhibitors of Tn6 peptide binding to fibrin DD(E), primary screen, biochemical, fluorescence polarization, human fibrin, Tn6 probe. Fibrinogen beta chain (Homo sapiens), P02675. inhibition, % at 8.3 µM. actives 0.21% (n = 370,000). Fibrin DD(E) TRITC-Tn6 fluorescence polarization displacement. AID 720509, 2013;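 active means inhibition above a per-campaign cutoff: mean of compounds within control limits plus 3 SD, cut at about 15% in these data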;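 further: 0% = median of all compound wells on the plate and 100% = blocking peptide control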
ADAM10 inh = human ADAM10 inhibitors, primary screen, biochemical, QFRET, HTS; Disintegrin and metalloproteinase domain-containing protein 10 (Homo sapiens), O14672; recombinant ADAM10, EDANS/DABCYL FRET peptide cleavage, 3 h; inhibition, % at 7 µM; actives 0.62% (n = 370,000); AID 720582, 2013;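 active means inhibition above a per-campaign cutoff equal to the mean of compounds falling between control-based bounds plus 3 SD, cut at about 20% in these data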;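 further: 0% = DMSO wells while the 100% control is not disclosed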
Target sequence (O14672 214-748 limits assumed): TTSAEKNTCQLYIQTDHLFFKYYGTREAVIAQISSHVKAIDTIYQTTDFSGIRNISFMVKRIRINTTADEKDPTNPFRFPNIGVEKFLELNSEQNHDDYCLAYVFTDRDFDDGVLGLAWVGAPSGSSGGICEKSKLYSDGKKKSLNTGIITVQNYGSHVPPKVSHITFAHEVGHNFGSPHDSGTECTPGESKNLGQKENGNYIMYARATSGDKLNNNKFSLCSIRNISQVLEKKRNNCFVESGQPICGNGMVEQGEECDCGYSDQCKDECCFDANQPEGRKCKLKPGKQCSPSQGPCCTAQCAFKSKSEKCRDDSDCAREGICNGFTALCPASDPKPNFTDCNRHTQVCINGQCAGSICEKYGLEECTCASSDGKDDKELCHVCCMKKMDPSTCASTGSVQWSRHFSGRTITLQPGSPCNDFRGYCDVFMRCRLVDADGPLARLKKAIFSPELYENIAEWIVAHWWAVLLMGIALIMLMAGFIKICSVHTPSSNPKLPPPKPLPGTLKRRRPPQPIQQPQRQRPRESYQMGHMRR
ARFGAP1 inh = inhibitors of rat ARFGAP1 GAP activity, primary screen, biochemical, fluorescence polarization, GDP tracer. Arfgap1-stimulated ARF1 GTP hydrolysis, GDP FP detection. inhibition, % at 16.5 µM. actives 0.26% (n = 360,000). ADP-ribosylation factor GTPase-activating protein 1 (Rattus norvegicus), Q62848;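 active means inhibition above a per-plate limit, mean inhibition of low control wells plus 3 SD, cut at about 25% in these data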;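 further: 0% = DMSO wells with enzyme and 100% = wells lacking Arfgap1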
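Assay system: purified rat His6-Arfgap1 residues 1-136 (GAP domain); Reagent: human Δ17 ARF1 bound to GTP; Dosing: 16.5 µM single point, 1.26% DMSO; Times: GTP hydrolysis reaction 2 h at 25 °C; Signal: FP, GDP Alexa 633 tracer displaced from anti-GDP antibody, 620/688 nm; Measure: % inhibition from polarization.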
* hit, by the source's call; i = inactive. Hits appear at their usual frequency. Share with any hit: about 3.6%.

SMILES | ASAP1 GAP inh | TDP2 absorb | PLCb3 inh | ADAM17 inh | SIAE inh | Tn7 DDE FP | PLCg1 inh | Tn6 DDE FP | ADAM10 inh | ARFGAP1 inh
CCc1nnc(NC(=O)CSc2nnc(-c3ccoc3C)n2-c2ccccc2)s1 | 3 | -3 | -3 | -5 | 3 | 5 | 2 | -8 | 1 | -2
Cc1cc(C(F)F)n2nc(C(=O)Nc3cccc(S(=O)(=O)N4CCOCC4)c3)nc2n1 | -9 | -2 | -7 | 1 | 3 | 6 | -5 | -2 | 7 | -1
Cc1cc(NC(=O)c2c(Cl)cccc2Cl)no1 | -6 | -12 | 2 | 0 | 8 | -1 | 4 | -1 | 6 | 3
O=C1NC(=O)C2(CCCCCCC2)N1 | 9 | 0 | 5 | -2 | -1 | -1 | 0 | -10 | -1 | 15
COc1ccc(/C=N/N2C(=O)CN(C(=O)c3ccccc3)C2c2ccc(OC)cc2)cc1 (stereo not drawn) | -4 | 4 | 0 | -6 | 2 | -6 | 0 | 2 | 0 | -7
Cc1ccn2c(CNCc3cnn(C)c3)c(C(=O)N3CCCCCC3)nc2c1 | 14 | 5 | -14 | -5 | 0 | -6 | -4 | 1 | -10 | 3
CCC(CC)c1nnc(NC(=O)CCc2ccccc2)s1 | 5 | 3 | -2 | -2 | -2 | 7 | 0 | -2 | 1 | 3
COCCCN1C(=O)c2ccc(C(=O)NCCc3ccccc3)cc2C1=O | 11 | -7 | -5 | -5 | 3 | -6 | 1 | -8 | -4 | 0
CC1(c2nc3ccccc3[nH]2)c2ccccc2C(=O)N1C1CC1 (stereo not drawn) | 0 | 2 | 0 | -1 | 0 | 6 | -1 | 6 | -1 | -7
Cn1c(=O)c(C(=O)NNC(=O)c2ccc(Br)cc2)c(O)c2ccccc21 | 12 | 5 | -10 | -5 | 3 | 7 | -7 | -1 | -5 | -5
O[C@@H]1COC(Nc2ccc(N=Nc3ccccc3)cc2)C[C@@H]1O (stereo partly drawn) | 6 | 0 | -6 | 0 | 13 | 3 | 5 | -2 | 2 | 9
Cc1cccc(C)c1NC(=O)C(c1ccccc1)N1CCC1=O (stereo not drawn) | -4 | -2 | 3 | -1 | -2 | 3 | 3 | 0 | 1 | -12
N#C/C(=C(/O)COC(=O)CCC1CCCCC1)c1nc2ccccc2[nH]1 | -3 | 7 | -17 | -4 | 2 | 0 | -11 | -5 | -2 | -3
CCOC(=O)N1CCN(C(=O)CCn2c(=O)[nH]c3ccsc3c2=O)CC1 | 7 | 2 | -2 | -2 | -2 | -5 | 1 | -2 | 3 | -7
Cc1ccc(C)c(N(C(=O)CNC(=O)c2ccco2)C(C(=O)NCC2CCCO2)c2ccccc2)c1 (stereo not drawn) | -9 | 2 | -4 | -6 | -2 | 8 | 3 | -3 | 3 | 7
Clc1ccccc1Sc1cnc2ccccc2n1 | 6 | -21 | -2 | 8.8* | -10 | -4 | 8 | -8 | 1 | -7
O=C(c1ccc(F)cc1Cl)N(c1ccccn1)C1CCCCC1 | -17 | -1 | -4 | 2 | -4 | 7 | 4 | 3 | 5 | 5
CCOc1ccc(C2CC=C(C(C)=O)CN2S(=O)(=O)c2ccc(C)cc2)cc1 (stereo not drawn) | 8 | -4 | -13 | -3 | -6 | -2 | -3 | -4 | -7 | -11
O=C1CCCCC1(CCc1ccncc1)CCc1ccncc1 | 14 | 5 | 3 | -3 | 4 | 0 | 1 | 1 | 0 | -1
O=C(O)c1cccc(CSc2nc(-c3ccccc3)cc(C(F)(F)F)n2)c1 | -10 | -12 | -1 | 0 | 8 | 8 | 1 | 5 | 9 | -11
CC(Cc1c[nH]c2ccccc12)C(=O)NCc1ccco1 (stereo not drawn) | -4 | 18 | -3 | 0 | 15 | -5 | -2 | 6 | 2 | -5
CC(C)N1CCCC(C)(C(=O)Nc2cccc(Oc3ccccc3)c2)C1 (stereo not drawn) | 1 | -2 | -4 | 0 | 6 | -1 | -3 | 5 | -1 | -4
C=CCn1c(SCC(N)=O)nc2nc3c(cc2c1=O)COC(C)(C)C3 | -11 | 3 | -12 | -17 | -2 | 3 | -3 | -3 | -32 | 4
CN1CCN(C2=Cc3ccccc3Sc3cc(F)ccc32)CC1 | 5 | -12 | -2 | 2 | 13 | 4 | 6 | -9 | 14 | -9
Cc1ccc(C)c(C(=O)CN2C(=O)c3ccccc3S2(=O)=O)c1 | -7 | -4 | 2 | 2 | 0 | -1 | 1 | 2 | 6 | -1
C[C@H](O)[C@@H]1C(=O)N2CCc3c([nH]c4ccccc34)[C@@H]2C[C@@H]1N(C)C(=O)Nc1cc(Cl)cc(Cl)c1 | 4 | 0 | -284 | -187 | -6 | 1 | -208 | 0 | i | 15
Cn1nnnc1SCCNC(=O)C1CCC(=O)N(CCc2ccccc2)C1 (stereo not drawn) | -1 | -5 | -6 | 0 | 0 | -7 | 3 | 11 | 4 | -6
CSc1cccc(NC(=O)c2[nH]c(C)c(C(C)=O)c2C)c1 | -12 | 2 | -11 | -2 | -1 | 2 | -3 | -11 | -3 | 4
O=C(CSc1n[nH]c(=O)[nH]c1=O)Nc1c(Cl)cc(Cl)cc1Cl | 6 | 7 | 3 | -3 | 1 | 1 | 2 | 4 | 2 | 9
Cn1c(SCC(=O)NCc2cccs2)nnc1-c1ccc(S(=O)(=O)N2CCCC2)cc1 | -7 | -3 | 3 | -2 | 5 | 3 | -2 | 12 | -3 | -7

Overlap with the part before: 3 compounds; new compounds follow.
SMILES | ASAP1 GAP inh | TDP2 absorb | PLCb3 inh | ADAM17 inh | SIAE inh | Tn7 DDE FP | PLCg1 inh | Tn6 DDE FP | ADAM10 inh | ARFGAP1 inh
CSc1cccc(NC(=O)c2[nH]c(C)c(C(C)=O)c2C)c1 | -12 | 2 | -11 | -2 | -1 | 2 | -3 | -11 | -3 | 4
O=C(CSc1n[nH]c(=O)[nH]c1=O)Nc1c(Cl)cc(Cl)cc1Cl | 6 | 7 | 3 | -3 | 1 | 1 | 2 | 4 | 2 | 9
Cn1c(SCC(=O)NCc2cccs2)nnc1-c1ccc(S(=O)(=O)N2CCCC2)cc1 | -7 | -3 | 3 | -2 | 5 | 3 | -2 | 12 | -3 | -7
COC(=O)c1cc(=O)n2c(-c3ccc(OC)cc3)csc2n1 | -14 | 4 | -2 | -2 | 1 | 3 | -1 | 0 | -2 | 2
CC(CCc1ccccc1)NCc1ccncc1 (stereo not drawn) | -8 | -7 | 3 | 0 | 1 | -2 | 4 | 3 | -17 | 10
Cc1ccc(S(=O)(=O)[N-]c2nc3ccccc3nc2-[n+]2cc(C)cc(C)c2)cc1 | 7 | 2 | -11 | -2 | 6 | 4 | -4 | 2 | -5 | -12
CN(C)c1ccc(/C=N/N2C(=S)SC(C)(C)C2N(O)C(=O)Nc2ccc([N+](=O)[O-])cc2)cc1 (stereo not drawn) | -4 | 8 | 3 | 3 | 21* | 1 | 4 | 2 | 4 | -1
Cc1ccccc1NC(=O)c1cnn(-c2ccccc2)c1NC(=O)c1ccco1 | -11 | -8 | 7 | 2 | 9 | -5 | 4 | -4 | 8 | 15
CC(=O)Nc1nc(-c2ccc3c(c2)OCO3)cs1 | 6 | -18 | -3 | 5 | 2 | 2 | 4 | -2 | 4 | 9
CC(C)CCN1CCN(Cc2nc3c(s2)CCCC3)CC1CCO (stereo not drawn) | 7 | -2 | -2 | -3 | -6 | -5 | 0 | 4 | -4 | 8
O=[N+]([O-])c1cnc2ccccc2c1 | 8 | 11 | 0 | 0 | -1 | -2 | 3 | 1 | -7 | 8
C=CCN1C(=O)c2ccc(C(=O)OCC(=O)N3CCN(c4ccccc4)CC3)cc2C1=O | -19 | -6 | -2 | 0 | -1 | -5 | 0 | 6 | -6 | -2

Fetched by structure from the entries so far (2):
SMILES | ASAP1 GAP inh | TDP2 absorb | PLCb3 inh | ADAM17 inh | SIAE inh | Tn7 DDE FP | PLCg1 inh | Tn6 DDE FP | ADAM10 inh | ARFGAP1 inh
CC(=O)Nc1nc(-c2ccc3c(c2)OCO3)cs1 | 6 | -18 | -3 | 5 | 2 | 2 | 4 | -2 | 4 | 9
CC(C)CCN1CCN(Cc2nc3c(s2)CCCC3)CC1CCO (stereo not drawn) | 7 | -2 | -2 | -3 | -6 | -5 | 0 | 4 | -4 | 8
